# High-throughput results: PubChem, several laboratories
# TRPML3 ag: human TRPML3 channel agonists, primary screen, cell-based, HEK293 TRPML3-YFP, Fluo-8 calcium fluorescence, 3 µM. Mucolipin-3 (Homo sapiens), Q8TDD5. 100% = the carbachol control signal. activation, % at 3 µM. actives 0.29% (n = 220,000). AID 1448, 2008;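 active = activation above its plate's cutoff, the mean activation of the plate's test wells plus 3 SD, cut at about 12% in these data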;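 also: 0% = DMSO only wells and 100% = carbachol wells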
#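 Test system: HEK293 cells stably carrying human TRPML3-YFP; Doses: single dose, 3 µM final nominal compound, 0.3% DMSO final; Schedule: dye loading 1 h 37 °C then 30 min ambient, 125 s read; Technique: Fluo-8 calcium fluorescence; Benchmarks: high control carbachol 87 µM, low control DMSO.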
# NPY2 pot ag: NPY-Y2 potentiators or agonists, primary screen, cell-based. Neuropeptide Y receptor type 2 (Homo sapiens), P49146. cells expressing NPY-Y2, potentiator/agonist read-out. activation, % at 3.6 µM. actives 0.45% (n = 220,000). AID 1359, 2008; in the data active = activation above about 27%;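 also: cells stimulated with NPY near EC25 plus isoproterenol at EC100; 0% = vehicle plus submaximal agonist and 100% = vehicle plus saturating agonist; some results beyond the cut were filed as inactive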
# Target sequence (P49146 whole entry, looked up): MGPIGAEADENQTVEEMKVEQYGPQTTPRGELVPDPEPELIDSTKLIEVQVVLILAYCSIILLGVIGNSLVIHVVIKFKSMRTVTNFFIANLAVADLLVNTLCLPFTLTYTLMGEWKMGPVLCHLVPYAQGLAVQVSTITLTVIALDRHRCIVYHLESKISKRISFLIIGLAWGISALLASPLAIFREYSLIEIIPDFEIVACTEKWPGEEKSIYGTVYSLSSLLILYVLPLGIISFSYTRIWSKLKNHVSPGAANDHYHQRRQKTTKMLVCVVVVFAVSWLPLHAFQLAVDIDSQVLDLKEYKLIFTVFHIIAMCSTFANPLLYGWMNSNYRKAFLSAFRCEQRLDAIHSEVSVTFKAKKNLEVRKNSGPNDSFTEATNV
# NPY-Y1 antag: NPY-Y1 receptor antagonists, primary screen, cell-based | Neuropeptide Y receptor type 1 (Homo sapiens), P25929 | HEK293-CNG Y1 cells, membrane potential fluorescence; NPY at EC95, then isoproterenol | inhibition, % at 3.6 µM | actives 1% (n = 200,000) | AID 1040, 2008;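 active = inhibition above the campaign mean inhibition of all tested compounds plus 3 SD, cut at about 20% in these data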;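 also: 0% = DMSO wells given NPY plus isoproterenol and 100% = isoproterenol alone without NPY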
#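 Benchmarks – high control isoproterenol alone, low control NPY with isoproterenol · Material – HEK293 Y1/CNG channel cell line · Times – dye 3 h, compound 60 min room temperature, stimulation 45 min · Probe or stimulus – NPY (25 nM), isoproterenol (1 µM), Ro 20-1724 (25 µM) · Evaluation – % inhibition of NPY effect · Signal – fluorescence, membrane potential probe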
# EP2 mod: EP2 receptor modulators, cAMP readout, primary screen, cell-based, HTRF cAMP, PGE2 stimulation; Prostaglandin E2 receptor EP2 subtype (Homo sapiens), P43116; AID 940, 2007; actives 0.83% (n = 260,000); induction, % at 25 µM; EP2-expressing cells, cAMP HTRF FRET, PGE2 co-stimulation;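 active = compounds whose cAMP rise, as percent of the full-agonist control response, exceeds 60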;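 also: rat C6 glioma line stably carrying human EP2 under a CMV promoter; the protocol text gives 20 µM as final concentration; 100% = response of wells given 1 µM PGE2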
# CHOP inhibitor: inhibitors of CHOP promoter induction, primary screen, cell-based, unfolded protein response, luciferase reporter. actives 3.8% (n = 220,000). CHO-K1 CHOP-promoter luciferase, tunicamycin-induced, 15-18 h. inhibition, % at 10 µM;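 active = compounds that reduced the stress-induced luciferase reporter signal by more than about 70% of percent inhibition, limit read from the data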;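 also: 0% = tunicamycin plus vehicle and 100% = wells without tunicamycin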
# TRPN1 ag: zebrafish TRPN1 channel agonists, primary screen, cell-based, HEK293, calcium fluorescence; HEK293 zebrafish TRPN1-YFP, Fluo-8 calcium fluorescence; 100% = response to 87 µM carbachol; activation, % at 3 µM; actives 0.18% (n = 220,000); AID 1424, 2008;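 active = activation above its plate's cutoff, the mean activation of test wells on that plate plus 3 SD, cut at about 19% in these data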;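 also: 0% = DMSO alone and 100% = 87 µM carbachol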
#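 Assay system: Zebrafish TRPN1-YFP in HEK293 cells | Incubation: Dye loading 1 h at 37 °C, then 30 min room temperature | Measured by: Kinetic Fluo-8 fluorescence, ex 470-495, em 515-575 nm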
# S1P4 antag: S1P4 receptor antagonists, primary screen, cell-based; inhibition, % at 4.98 µM; actives 0.26% (n = 220,000); S1P4-expressing cells, antagonist mode, reporter read-out; Sphingosine 1-phosphate receptor 4 (Homo sapiens), O95977; in the data active = inhibition above about 29%;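 also: 0% = wells stimulated with agonist and 100% = vehicle wells without agonist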
# Target sequence (O95977 whole entry, looked up): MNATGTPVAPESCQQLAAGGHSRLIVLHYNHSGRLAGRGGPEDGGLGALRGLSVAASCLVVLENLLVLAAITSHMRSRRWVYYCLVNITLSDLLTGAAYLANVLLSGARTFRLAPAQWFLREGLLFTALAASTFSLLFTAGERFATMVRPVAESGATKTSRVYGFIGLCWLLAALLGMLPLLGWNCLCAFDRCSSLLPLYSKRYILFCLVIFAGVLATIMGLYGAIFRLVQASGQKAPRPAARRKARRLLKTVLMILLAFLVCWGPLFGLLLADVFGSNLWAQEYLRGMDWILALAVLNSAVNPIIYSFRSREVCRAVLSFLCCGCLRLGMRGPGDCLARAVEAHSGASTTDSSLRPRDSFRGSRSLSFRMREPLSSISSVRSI
# S1P4 agonist: S1P4 receptor agonists, primary screen, cell-based | activation, % at 4.98 µM | Sphingosine 1-phosphate receptor 4 (Homo sapiens), O95977 | S1P4-expressing cell line, agonist reporter assay | AID 1509, 2009 | actives 0.35% (n = 220,000); in the data active = activation above about 11%;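 also: 0% = DMSO vehicle and 100% = reference agonist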
# NPY1 pot ag: NPY-Y1 receptor potentiators or agonists, primary screen, cell-based. Neuropeptide Y receptor type 1 (Homo sapiens), P25929. actives 0.37% (n = 220,000). NPY-Y1 expressing cells, potentiator/agonist activation. activation, % at 3.6 µM; in the data active = activation above about 33%, passing the limit was not always enough;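 also: cells stimulated with NPY at EC10 then isoproterenol at EC100; 0% = low agonist plus stimulus and 100% = saturating agonist plus stimulus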
# * = called active by the depositor; . = no result given; & = joins results of further samples.
Molecule	TRPML3 ag	NPY2 pot ag	NPY-Y1 antag	EP2 mod	CHOP inhibitor	TRPN1 ag	S1P4 antag	S1P4 agonist	NPY1 pot ag
Cc1cccc(NC(=S)NC(=O)CC2CC(C)(C)OC2=O)c1 (stereo not drawn)	0.0	-8	7	-24	24	2.4	-9	0.2	17
Nc1cc(Cl)c(N)cc1Cl	0.9	-1	3	17	30	2.2	4	0.3	-33
CC(=O)Oc1cc2oc(=O)cc(C)c2cc1OC(C)=O	0.9	-2	-4	11	18	1.6	-1	1.5	-5
C=CCNC(=O)c1cc2c(=O)c3ccccc3oc2nc1C	4.2	8	1	17	-12	11	5	0.6	7
COc1cccc(/C=N/NC(=O)CNC(=O)COc2cccc(C)c2)c1O	-0.6	-24	.	-80	54	0.1	-17	-1.1	11
Cc1ccc(-n2nc(C)c3c(-c4cccs4)c(C#N)c(N)nc32)cc1	-0.5	5	12	45	35	0.3	-1	-0.7	-29
COc1ccc(C2CC(=O)C(C=NCCN3CCN(C(C)=O)CC3)=C(O)C2)cc1 (stereo not drawn)	0.9	-4	4	28	25	0.7	-5	0.0	-7
COc1ccc(CCN2C(=O)CC(Cc3ccc(C)cc3)C2=O)cc1OC (stereo not drawn)	0.6	-13	1	8	7	-0.5	0	1.7	-1
COc1cccc2sc(N(CCCN(C)C)C(=O)C(c3ccccc3)c3ccccc3)nc12	2.9	96*	-10	-28	31	3.9	-3	0.1	103*
CN(C)S(=O)(=O)Oc1cccc(C(=O)Nc2ccc(Cl)c(Cl)c2)c1	1.8	-16	-7	-63	0	2.8	5	-2.3	-28
COc1ccc(NC(=O)N[C@@H](CCSC)C(=O)O)cc1Cl	-0.3	-19	3	29	9	-1.6	-8	0.2	-11
C=CCNCC(=O)Nc1sc2c(c1C(=O)Nc1ccc(OC)cc1OC)CCC2	0.0	1	3	30	9	-0.4	11	-1.6	-12
S=C1NC(c2ccccc2)=NCN1c1ccccc1	1.5	2	3	-22	-14	0.6	5	0.2	-24
O=C(NCC1CCCO1)c1onc(CSc2ccc(F)c(F)c2)c1C(=O)O (stereo not drawn)	0.3	-28	12	1	8	0.3	10	-0.7	-22
O=C(CCC1CCCN(C(=O)c2cccs2)C1)N1CCN(c2ccccn2)CC1 (stereo not drawn)	-0.5	-18	5	-91	-23	0.7	11	0.9	-5
Cc1cc(NC(=O)CN(C)S(=O)(=O)c2cccc(Cl)c2)no1	0.2	18	0	8	4	-1.6	7	1.4	8
COc1ccc(C(=O)Nc2ccc(-c3ccc(C)o3)cc2)cc1S(=O)(=O)N1CCOCC1	1.2	15	20*	-67	39	4.3	-2	-3.9	23
CC1CCN(C(=O)COC(=O)c2ccc(Br)o2)CC1	0.5	2	6	12	-21	-0.4	3	-0.2	10
C=CCN(C(=O)Cn1ncc2c1-c1cc(C)ccc1OC2)c1ccccc1	-1.2	-14	-2	15	14	-1.3	-12	-0.2	6
CC(=O)Nc1c(NC(C)C)c2ccccc2oc1=O	0.7	23	0	8	18	0.6	-2	-0.2	16
COc1ccc(OCC(=O)Nc2ccccc2OC)cc1	0.4	6	-1	-14	-13	0.5	-7	-1.6	-4
O=C(CCC(=O)c1cccs1)NCC(=O)Nc1ccc(F)c(F)c1F	-0.1	-13	1	-2	22	-1.2	-33	0.9	1
O=C(OCC(=O)N1CCCCC1)c1ccccc1SCC(=O)N1CCCCC1	-0.4	-9	1	-2	-15	-0.7	-3	-2.6	4
Cc1ccsc1C1C(C#N)=C(N)N(N(C)C)C2=C1C(=O)CC(C)(C)C2 (stereo not drawn)	0.8	12	-2	-19	-13	0.0	-20	-1.0	10
O=C(N/N=C\c1ccncc1)c1ccccc1O	0.9	0	-1	-3	-10	0.7	-10	0.0	-5
COc1ccc(-c2ccnc(SCC(=O)Nc3ccccn3)n2)cc1	0.7	7	8	-49&-17	7	1.1	-8	1.4	14
O=[N+]([O-])c1ccc(N2CCN(CCO)CC2)cc1Sc1nc2ccccc2[nH]1	-0.5	6	-1	-13	-17	-0.7	-3	-1.3	-5
Cc1[nH]nc2c1C(c1ccccn1)N(c1ccc(Br)cc1)C2=O (stereo not drawn)	0.6	-20	-4	-8	15	-0.1	-5	-1.2	16
C=CCc1c(C)nc(-c2ccccc2)nc1Nc1ccccc1O	1.5	13	-2	4	66	0.2	-7	1.4	-7
CCOC(=O)C1=C(C)NC(=S)NC1c1ccc(C)s1 (stereo not drawn)	0.3	-9	1	12	15	-0.2	-14	0.5	-16
CCOC(=O)c1oc2ccccc2c1NC(=O)c1cccs1	0.8	-4	-3	45	19	-0.2	-31	0.0	-10
Cc1nc(NS(=O)(=O)c2ccccc2)sc1C(=O)NN	0.6	-1	-10	-28&18	14	0.8	-4	-0.4	13
CN(C)S(=O)(=O)c1ccc(C(=O)OCC(=O)c2ccc3c(c2)NC(=O)CO3)cc1	0.5	17	.	-7	10	0.9	0	-0.9	-6
CC(C)(C)c1ccc(C(=O)Nc2ccc([N+](=O)[O-])cn2)cc1	0.6	1	-2	22	15	-1.7	-1	0.3	-3
CC(C)CNC(=O)c1cccc(NC(=O)CSc2ccc(Cl)cc2)c1	-0.2	-5	4	-25	1	0.3	-4	1.1	0
COc1ccccc1OCC(=O)O/N=C(\N)c1ccccn1	0.6	22	.	3	-9	-0.5	5	-0.8	6
O=C(Nc1cccc(S(=O)(=O)N2CCCCC2)c1)c1ccc2ccccc2n1	-0.3	-9	9	-31	44	0.3	-2	1.3	-9
Cn1ccnc1SCc1cn2ccccc2n1	0.7	0	-2	-2	30	0.5	-4	-0.1	1
Cc1cc2c(NC(=O)Nc3ccc(F)cc3)cccc2nn1	0.6	1	.	-17	-17	-0.7	10	1.1	-17
COc1ccc(C(NC(=O)C2CCCCC2)c2c(O)ccc3ccccc23)cc1 (stereo not drawn)	-0.9	14	-9	-19	45	-1.8	-17	-0.2	20
COc1ccc(C(=O)Nc2ccccc2NC(=O)c2ccco2)cc1OC	0.4	1	2	-2&8	15	0.8	-6	1.9	11
O=[N+]([O-])c1ccc(-c2ccc(S(=O)(=O)NCCN3CCCC3)cc2)cc1	4.1	4	-4	-63	25	5.8	-6	-2.7	9
COc1ccc(Br)cc1C(=O)O	0.2	-1	0	10	-2	0.2	-14	0.7	-13
CCOc1ccccc1-n1c(CN2CCN(C(=O)c3ccco3)CC2)nc2ccccc2c1=O	-0.4	14	0	7	-11	-0.4	-7	0.8	7
CC1(C)CC2CC(C)(CN2C(=S)Nc2ccccc2F)C1 (stereo not drawn)	0.8	1	5	8	-2	-1.2	-8	3.0	-6
CCOC(=O)c1sc(C)c2c1NC(C)(c1cccc3ccccc13)NC2=O (stereo not drawn)	0.1	4	4	42	75*	-1.6	11	-1.4	11
O=C(NC(=S)Nc1cccc(S(=O)(=O)NC2=NCCC2)c1)c1cc(-c2ccco2)nc2ccccc12	0.6	-10	.	3	20	3.9	4	0.6	0
CCc1n[nH]c(=S)n1/N=C/c1ccccc1OCc1ccc(Cl)cc1	-0.5	-4	6	39	1	0.7	-13	2.6	-7
CCOC(=O)CCCNC(=O)COC(=O)c1cc(Br)c(Br)s1	-0.1	-3	5	-9	13	-0.1	4	-0.3	-7
CCN(Cc1ccccc1)c1ccc(/C=C(\C#N)c2ccccn2)cc1	1.7	14	6	-4	-28	1.8	-5	0.0	37
CCOC(=O)c1cccc(NC(=O)/C(=C\c2ccccc2)NC(=O)c2ccccc2Cl)c1	-0.9	-22	12	-4	40	0.4	-20	-1.0	-21
CC(OC(=O)/C=C/c1ccco1)C(=O)Nc1cccc([N+](=O)[O-])c1 (stereo not drawn)	-0.4	-5	2	-1	28	-1.6	1	-1.0	-23
COC(=O)CC1C(=O)NCCN1C(=O)c1ccccc1 (stereo not drawn)	-0.2	17	10	16	-9	2.0	-10	1.8	-10
Cc1ccccc1NC(=S)NC(=O)CCc1ccccc1	-0.7	0	10	-7	50	-0.9	-1	0.5	0
Cc1c(Br)cc(C(=O)N2CCN(CCO)CC2)c(C)c1C	0.0	-7	-2	10	10	0.8	-16	0.1	-11
COCC(=O)N1CCC(Oc2ccc(C(=O)NCCc3ccncc3)cc2)CC1	0.6	7	2	15	9	0.4	-10	1.4	9
COc1cc(/C=N/NC(=O)c2cc3ccccc3cc2O)ccc1OCCN1CCCCC1	-0.1	-9	0	-37	18	0.5	-7	-0.4	-12
CN(CCc1ccccn1)C(=S)Nc1ccc(Cl)c(Cl)c1	0.7	12	1	-22	16	-0.8	-5	0.9	15
Cn1cccc1CC(=O)N/N=C/c1cccc2ccccc12	-0.1	-12	5	-61	43	0.1	2	0.0	-5
O=C(Nc1cc(N2CCOCC2)ncn1)c1ccccc1	0.9	10	2	7	6	1.1	2	0.2	17

# (more compounds)
Molecule	TRPML3 ag	NPY2 pot ag	NPY-Y1 antag	EP2 mod	CHOP inhibitor	TRPN1 ag	S1P4 antag	S1P4 agonist	NPY1 pot ag
CC(C)CC(NC(=O)C1CCC(C)CC1)C(=O)Nc1ccc2c(c1)OCCO2 (stereo not drawn)	-0.3	-25	5	10	46	0.5	-4	-0.9	-27
Cc1ccc(C(=O)NC(=S)N2CC(C)OC(C)C2)cc1[N+](=O)[O-] (stereo not drawn)	1.0	10	0	9	-3	1.4	2	-1.3	14
OCCC1CN(C2CCN(c3ccccc3F)CC2)CCN1Cc1ccccc1 (stereo not drawn)	1.1	-27	1	12	30	0.1	9	0.0	-31
O=C1c2ccccc2C(=O)N1Cc1cccnc1	0.5	-7	-5	13	-10	0.4	-2	1.7	12

# Reformatted: entries from further up.
mol: CC1CCN(C(=O)COC(=O)c2ccc(Br)o2)CC1
  TRPML3 ag: 0.5
  NPY2 pot ag: 2
  NPY-Y1 antag: 6
  EP2 mod: 12
  CHOP inhibitor: -21
  TRPN1 ag: -0.4
  S1P4 antag: 3
  S1P4 agonist: -0.2
  NPY1 pot ag: 10
mol: C=CCN(C(=O)Cn1ncc2c1-c1cc(C)ccc1OC2)c1ccccc1
  TRPML3 ag: -1.2
  NPY2 pot ag: -14
  NPY-Y1 antag: -2
  EP2 mod: 15
  CHOP inhibitor: 14
  TRPN1 ag: -1.3
  S1P4 antag: -12
  S1P4 agonist: -0.2
  NPY1 pot ag: 6
